# UTI89 phage lysis – protection from phage-mediated lysis, alamar blue read-out – E. coli UTI89, K1F phage, bacterial capsule biogenesis inhibitors (AID 488966) | E. coli UTI89 K1F phage lysis, alamar blue, 2 h; higher % means a stronger effect | inhibition, % at 100 µM; hits with a dose series show IC50 in µM | actives 0.02% (n = 340,000);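 active = phage lysis inhibition, versus mean bacterial control, above a set limit; inconclusive = no clear call, values can overlap the other calls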;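 note: capsule biogenesis inhibitors block K1F phage lysis so surviving cells raise fluorescence; higher fluorescence means more inhibition of phage lysis; actives were called in the ten point dose series up to 300 µM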
# MgcRacGAP inhibition – MgcRacGAP GTPase-activating activity inhibitors, confirmation, biochemical, ADP Hunter fluorescence | MgcRacGAP-stimulated Rac1 GTP hydrolysis, ADP Hunter fluorescence; higher % means a stronger effect; GST-tagged Rac1 F28L mutant substrate | one-dose inhibition, % at 30 µM; IC50 in µM for titrated hits | actives 0.6% (n = 340,000);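 active = first-screen hits whose inhibition reached a set limit at any dose in the follow-up dose series; inconclusive = inhibition above the set first-screen limit but never retested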;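 note: fluorescence reports GDP produced by GAP-driven GTP hydrolysis; strong numbers were not always called active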
# NTR1 ag – agonists of NTR1, primary screen, imaging, U2OS cells, beta-arrestin-GFP, high content (AID 493036) | P30989 | activation, % at 20 µM | actives 0.17% (n = 330,000) | NTR1-U2OS beta-arrestin-GFP spot imaging, agonist mode;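 active = activation at or above 40% of the spot to cytoplasm intensity ratio, with at least 20 cells analyzed; inconclusive = wells under 20 cells, flagged as cytotoxic or low count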;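 note: 0% = DMSO without peptide and 100% = 100 nM NTR1 peptide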
# Target sequence (P30989 whole entry, looked up): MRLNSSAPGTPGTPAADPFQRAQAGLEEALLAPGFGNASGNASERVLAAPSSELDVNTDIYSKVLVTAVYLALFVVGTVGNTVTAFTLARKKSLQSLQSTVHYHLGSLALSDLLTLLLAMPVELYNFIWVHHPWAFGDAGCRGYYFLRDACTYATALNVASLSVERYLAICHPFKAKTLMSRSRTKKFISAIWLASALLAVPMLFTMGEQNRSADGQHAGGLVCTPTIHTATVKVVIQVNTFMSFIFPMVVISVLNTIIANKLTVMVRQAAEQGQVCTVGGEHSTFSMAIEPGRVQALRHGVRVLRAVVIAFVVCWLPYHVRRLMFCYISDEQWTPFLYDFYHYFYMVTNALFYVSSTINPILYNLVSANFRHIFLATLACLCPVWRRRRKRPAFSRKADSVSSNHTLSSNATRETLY
# Salmonella PhoP GFP – inhibitors of PhoP regulon expression, primary screen, Salmonella Typhimurium, GFP reporter (AID 1863); S. Typhimurium PhoP-regulated promoter GFP reporter, 4 h; higher % means a stronger effect; inhibition, % at 50 µM; hits with a dose series show IC50 in µM; actives 0.16% (n = 300,000);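 active = inhibition over 29.93%, a cutoff 3 SD above the screen mean, later confirmed by dose response; inconclusive = inhibition over 29.93% but no dose response follow-up; inactive = inhibition at most 29.93% or unconfirmed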;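 note: 0% = low Mg2+ inducing control and 100% = high Mg2+ repressing control; strong numbers were not always called active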
# RSV CPE inhibition – RSV antiviral activity via CPE protection, HEp-2 cells, primary 10 µM value included (AID 2391); HEp-2 cells, RSV-induced CPE inhibition; higher % means a stronger effect; actives 0.13% (n = 310,000); CPE inhibition, % at 10 µM; hits with a dose series show IC50 in µM; in the data active = a potency from the dose series; inconclusive = CPE inhibition mostly from about 23% at the one dose, without a potency; inactive = the rest, 99 in 100 with CPE inhibition below about 21%; note: strong numbers were not always called active
# Dengue-2 NS5 capping – Dengue-2 NS5 methyltransferase inhibitors, primary screen, biochemical, confirmation dose response (AID 588689); actives 0.3% (n = 340,000); Dengue-2 NS5 methyltransferase capping enzyme assay, biochemical; higher % means a stronger effect; inhibition, % at 25 µM, or IC50 in µM where a hit was titrated; in the data active = a potency from the dose series; inconclusive = inhibition above about 29% without an active follow-up result
# West Nile virus CPE – West Nile virus antiviral activity, cell-based, CPE readout (AID 1621); West Nile virus-infected cells, CPE inhibition; higher % means a stronger effect; one-dose CPE inhibition, % at 10 µM; IC50 in µM for titrated hits; actives 0.02% (n = 290,000); in the data active = a potency from the dose series; inconclusive = CPE inhibition mostly from about 3.7% at the one dose, without a potency; inactive = the rest, 99 in 100 with CPE inhibition below about 2.2%; note: strong numbers were not always called active
# SV40 large T antigen – TAg ATPase/helicase activity blockers – biochemical (AID 1903); inhibition, % at 20 µM; hits with a dose series show IC50 in µM; SV40 large T antigen ATPase/helicase inhibition assay; higher % means a stronger effect; actives 0.39% (n = 310,000); in the data active = a potency from the dose series; inconclusive = inhibition mostly from about 32% at the one dose, without a potency; inactive = the rest, 99 in 100 with inhibition below about 32%; note: strong numbers were not always called active
# T cell modulator – modulates CD8 T cell binding to vesicles | 2C CD8+ T cell-vesicle binding, flow cytometry; active compounds read low | calls only at 7 µM | actives 0.068% (n = 330,000) | AID 2052;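 active = response, share of CD8 T cells binding vesicles, and their 90th percentile fluorescence all below set limits, cut at about 80% in these data, passing the limit was not always enough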
#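 Benchmarks: naked versus QL9-loaded vesicles / Assay system: purified 2C TCR transgenic mouse naive CD8+ T cells / Technique: high-throughput flow cytometry with anti-B7-1 and anti-CD8 staining / Timing: Cell–vesicle co-incubation 1.5 h at 37 °C, staining 20 min on ice / Read-out: percent CD8+ FL2 mean versus row control / Probe or stimulus: QL9-loaded Drosophila micro-vesicles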
# T cell modulator vesicle-bound % – recorded beside T cell modulator, whose call it bears; double positive events, %; measured here: CD8+ vesicle-bound cell fraction;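 binding gate set so that unloaded-vesicle control wells show 10% double positive cells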
# NTR1 ag cell count 20 µM – further read-out of NTR1 ag, marked with its call; cell count; measured here: cell count, cytotoxicity flag
# * marks the source's active call; other numbers are inactive results; i = inactive; ? = inconclusive; · = not tested or not shown; & = joins results of further samples; [ ] = dose if it differs, or a comment. Rows were taken by chance. About 1.5% of those tested had a hit in this group.
SMILES,UTI89 phage lysis,MgcRacGAP inhibition,NTR1 ag,NTR1 ag cell count 20 µM,Salmonella PhoP GFP,RSV CPE inhibition,Dengue-2 NS5 capping,West Nile virus CPE,SV40 large T antigen,T cell modulator,T cell modulator vesicle-bound %
Cc1cc(O)c(C(C)C)cc1NC(=O)Nc1cccc2ccccc12,0.1%,11%,5.3,74,-6%,6.1%,-8%,1.4%,5%,i,7
CCOc1ccccc1C1CC(c2cccc(NS(C)(=O)=O)c2)=NN1C(=O)c1ccccc1 (stereo not given),-0.1%,10%,2.4,68,11%,41%,1%,-0.7%,-3%,i,52
COc1ccc(NC(=O)CN2C(=O)NC(C)(C3CC3)C2=O)cc1S(=O)(=O)N1CCCCC1 (stereo not given),0.4%[50 µM],4%,-0.3,55,·,0.8%,-12%,·,·,i,37
COc1ccccc1N1CCN(C(=O)c2ccc3nc[nH]c3c2)CC1,2.1%[50 µM],7%,0.2,55,4%,1.5%,3%,-0.2%,4%,i,56
C=CCS/C(N)=N\N=C\c1cc(Br)cc([N+](=O)[O-])c1O,0.1%,4%,2.0,61,3%,17%,29%,-0.7%,14%,i,40
CCN1CCN(c2ccc(S(=O)(=O)N3CCOCC3)cc2NC(=O)c2ccc(C)cc2C)CC1,0.9%[50 µM],3%,2.0,49,·,0.8%,6%,·,·,i,20
c1ccc2c(C3=NNC(=NC4CC4)SC3)c[nH]c2c1,-5.3%,11%,1.2,29,40%,3.1%,3%,0.0%,30%,i,48
COc1ccccc1C1=NOC(CN2C(=O)c3ccccc3S2(=O)=O)C1 (stereo not given),0.0%,8%,2.2,66,-5%,1.8%,-2%,0.0%,6%,i,25
CS(=O)(=O)n1nc(-c2cccnc2)nc1NCc1ccccc1,0.2%,3%,-0.2,45,0%,3.6%,-9%,-0.1%,11%,i,7
CN1CCN(c2ccc(S(=O)(=O)N3CCCCC3)cc2NC(=O)COc2ccc(F)cc2)CC1,1.0%[50 µM],6%,1.3,68,-1%,-1.8%,-4%,·,21%,i,38
[O-]/C(=C(\C(=S)NCCN1CCOCC1)[n+]1ccccc1)c1ccc(Cl)s1,-0.2%,7%,0.3,43,-3%,0.7%,-20%,0.0%,7%,i,49
CC(C(=O)N1CCOCC1)N1C(=O)c2ccccc2C1=O (stereo not given),0.0%,5%,-0.1,59,-12%,2.8%,-10%,0.3%,-1%,i,60
CNc1nc(-c2ccc3c(c2)CCN3C(=O)CC(C)(C)C)c(C)s1,0.4%,2%,0.2,37,-3%,2.1%,3%,-1.0%,7%,i,33
CCOC(=O)N1CCC(NC(=O)c2cnn3cccnc23)CC1,-0.1%,6%,3.1,53,-6%,-0.2%,2%,0.0%,-1%,i,51
O=C(CCc1ccccc1)Nc1ccc2ccccc2n1,0.1%,6%,-1.8,90,-1%,?,-2%,-0.5%,8%,i,58
COc1ccc(N(CC(=O)Nc2ccc3c(c2)OCO3)S(=O)(=O)c2c(C)nn(C)c2C)cc1,0.7%,4%,2.2,62,4%,0.2%,1%,0.1%,1%&0%,i,28
O=C(O)CCNC(=O)C12CC3CC(CC(C3)C1)C2,0.3%,2%,1.1,49,3%,-1.6%,-9%,0.6%,18%,i,26
CC(/C=N/NC(=O)c1cnccn1)=C\c1ccco1,·,·,-0.2,32,-5%,0.2%,·,0.1%,10%,i,15
CCN1C(=O)[C@@H]2[C@@H](c3ccc(-c4ccc(OC)cc4)cc3)N3CCC[C@@]3(C(=O)OC)[C@@H]2C1=O,2.2%,6%,0.4,41,-7%,9.2%,-6%,·,10%,i,16
COc1ccccc1N1CCN(c2ccc(S(=O)(=O)N3CCN(C)CC3)cn2)CC1,-3.9%,4%,-1.5,68,·,·,-5%,·,·,i,33
Cc1ccnc(NC(=O)CCC(=O)N(CC(=O)NC(C)(C)C)c2ccc3c(c2)OCO3)c1,0.2%,7%,-0.4,69,6%,0.5%,2%,-0.7%,6%,i,21
CC(C)C(NC(=O)c1ccccc1)C(=O)NCc1ccccn1 (stereo not given),5.6%,1%,-1.3,51,2%,1.2%,-2%,-0.9%,3%,i,31
Cc1cccc(OCC(=O)N(C)CC(=O)Nc2cccc(F)c2)c1C,0.8%[50 µM],3%,-0.9,51,·,1.0%,-2%,·,·,i,14
CC(C)N(C(=O)COC(=O)c1cccnc1Cl)c1ccccc1,-1.3%,-2%,1.6,66,·,·,-8%,·,·,i,41
O=C(Cc1ccccc1)NC1CCN(C(=O)c2ccc([N+](=O)[O-])cc2)CC1,0.6%[50 µM],8%,·,·,6%,1.0%,1%,1.4%,-1%,i,30
CC(=O)Nc1ccc(C(=O)CS(=O)(=O)c2ccc(C)cc2)cc1,0.2%,11%,-0.7,53,1%,0.0%,-5%,-0.1%,5%,i,43
C=CCSC1=Nc2cc(OC)c(OC)cc2C2=NC(=O)CN12,-0.1%,18%,·,·,-6%,·,-3%,1.1%,14%,·,·
O=C(O)c1csc(N/N=C/c2ccc(Br)cc2)n1,-0.1%,20%,·,·,-6%,·,12%,1.2%,34%,·,·
Cc1ccc(SCC(=O)NNC(=O)CCS(=O)(=O)c2ccccc2)cc1,4.4%,-3%,1.1,62,·,·,4%,·,·,i,51
COc1cc(OC)cc(C(=O)Nc2ncn[nH]2)c1,0.5%,7%,-1.5,49,·,0.7%,6%,·,·,i,51
CCNC(=O)CN1C(=O)NC2(CCOc3ccccc32)C1=O (stereo not given),-0.8%,1%,0.1,57,-3%,3.3%,-1%,0.0%,15%,i,15
O=C(Nc1nc2ccccc2[nH]1)Nc1ccccc1F,-0.7%,-2%,0.1,48,2%,5.5%,-7%,-0.4%,6%,i,43
CCOc1ccc(C(=O)NNC(=O)C2CC(=O)N(c3ccc(C)cc3)C2)cc1 (stereo not given),0.9%[50 µM],5%,-0.3,72,3%,3.3%,-4%,·,-2%,i,21
Cc1cccc(C(=O)NCCCNC(=O)c2ccccn2)c1,0.7%,8%,-0.1,40,8%,0.8%,-2%,0.0%,3%,i,19
O=C(Nc1cccnc1)c1ccccc1-c1nc(-c2ccccc2F)no1,2.6%,4%,0.1,56,1%,1.9%,-4%,3.4%,13%,i,38
COc1ccc(CNCCCC(=O)Nc2c(Cl)ccc(C)c2Cl)cc1OC,0.1%,8%,1.7,34,1%,0.9%,-2%,-0.4%,3%,i,26

# Some of these compounds in order of their number in SV40 large T antigen, low to high.
compound | MgcRacGAP inhibition | Salmonella PhoP GFP | RSV CPE inhibition | Dengue-2 NS5 capping | West Nile virus CPE | SV40 large T antigen | T cell modulator | T cell modulator vesicle-bound %
CNc1nc(-c2ccc3c(c2)CCN3C(=O)CC(C)(C)C)c(C)s1 | 2% | -3% | 2.1% | 3% | -1.0% | 7% | i | 33
CCN1C(=O)[C@@H]2[C@@H](c3ccc(-c4ccc(OC)cc4)cc3)N3CCC[C@@]3(C(=O)OC)[C@@H]2C1=O | 6% | -7% | 9.2% | -6% | · | 10% | i | 16
CN1CCN(c2ccc(S(=O)(=O)N3CCCCC3)cc2NC(=O)COc2ccc(F)cc2)CC1 | 6% | -1% | -1.8% | -4% | · | 21% | i | 38

# Some values from above.
# CN1CCN(c2ccc(S(=O)(=O)N3CCCCC3)cc2NC(=O)COc2ccc(F)cc2)CC1 | RSV CPE inhibition = -1.8%
# CC(C)N(C(=O)COC(=O)c1cccnc1Cl)c1ccccc1 | NTR1 ag cell count 20 µM = 66

# Carrying on:
SMILES,UTI89 phage lysis,MgcRacGAP inhibition,NTR1 ag,NTR1 ag cell count 20 µM,Salmonella PhoP GFP,RSV CPE inhibition,Dengue-2 NS5 capping,West Nile virus CPE,SV40 large T antigen,T cell modulator,T cell modulator vesicle-bound %
Cn1c(C2CCCN2C(=O)OC(C)(C)C)n[nH]c1=S (stereo not given),1.4%,1%,-1.9,90,8%,1.4%,-6%,0.1%,3%,i,48
CCN(C(=O)COC(=O)c1cc(S(=O)(=O)N2CCOCC2)ccc1F)C1CCS(=O)(=O)C1 (stereo not given),0.3%[50 µM],4%,1.4,62,-8%,-1.6%,-5%,·,3%,i,57
O=C(O)c1cnn2c(-c3ccc(F)cc3)ccnc12,1.5%,1%,1.8,43,-2%,1.7%,-2%,0.3%,25%,i,44
O=C(/C=C/c1ccco1)N(Cc1cccc(Cl)c1)C1CCS(=O)(=O)C1 (stereo not given),-0.2%,2%,-0.9,48,-2%,1.4%,-9%,-0.1%,28%,i,42
O=C(NCc1ccc2c(c1)OCO2)c1cnc2n(c1=O)CCS2,0.3%,2%,-0.3,60,0%,0.9%,-2%,-0.1%,-3%,i,27
Cc1ccc(NC(=O)N2CCC(C(=O)Nc3ccc(C)cc3C)CC2)cc1,1.1%,3%,-1.1,77,-9%,1.4%,-6%,0.0%,5%,i,25
CN(C)CCCN(C(=O)c1ccc(S(=O)(=O)N2CCOCC2)cc1)c1nc2ccc(F)cc2s1,0.1%,8%,0.9,55,8%,0.2%,-9%,0.8%,-13%,i,41
CCCc1cc(=O)n2[nH]c(C)c(-c3ccc(OC)cc3)c2n1,0.4%,4%,-1.2,70,-1%,3.6%,-2%,-0.5%,13%,i,61
NC(=O)COC(=O)c1cc(=O)[nH]c2ccccc12,0.2%[50 µM],9%,-0.8,65,-9%,1.3%,9%,0.0%,8%,i,33
CCOC(=O)C1CCN(c2cc(=O)n(-c3ccccc3Cl)c(=O)[nH]2)CC1,0.3%,4%,0.5,53,0%,1.0%,3%,0.3%,9%,·,·
Cc1cccc(C(C(=O)NC2CCCCC2)N(C(=O)c2csnn2)C2CC2)c1 (stereo not given),-0.5%,6%,-1.5,63,13%,-0.2%,3%,-0.8%,1%,i,34
CC(=O)c1cc(C(=O)N2CCc3c([nH]c4ccccc34)C2CC(C)C)[nH]n1 (stereo not given),1.1%,4%,1.9,32,-3%,-0.9%,-4%,-0.9%,16%,i,36
Cc1ccc(/C=C/C(=O)Nc2cc(=O)n(C)c(=O)n2C)o1,6.1%,-8%,1.8,59,2%,0.3%,-6%,-0.5%,8%,i,43
Clc1ccc(-c2ccc(/C=N/Nc3cc(N4CCOCC4)nc(N4CCOCC4)n3)o2)cc1,-0.5%,6%,6.4,48,3%,0.2%,41%,0.8%,7%,i,3

# Source: PubChem BioAssay (several laboratories)
